KLF5 inh: kruppel-like factor 5 inhibition | DLD-1 KLF5 promoter-luciferase reporter, luminescence | 290,000 compounds, 0.23% hits | inhibition, % at 5 µM;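 active = inhibition above a per-plate limit of that plate's mean compound inhibition plus 3 SD, cut at about 60% in these data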;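 note: 0% = DMSO wells and 100% = LY294002 at 200 µM; higher means less KLF5 promoter-driven luciferase light; inactives centre near -14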
HIF activator: HIF pathway transcriptional activation; U2OS HRE-luciferase reporter, luminescence; normalized: DMSO 0%, desferrioxamine 100%; activation, % at 7.5 µM (by protocol); AID 1910; 300,000 compounds, 0.32% hits;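 active = mean activation of at least 10% of the iron chelator positive control signal, with at least half of replicates also reaching 10%; inconclusive = mean and replicate majority disagree about reaching 10%; inactive = mean and most replicates under 10%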
TRPC4 block: inhibitors of mouse TRPC4 channel; B-score at 10 µM; HEK293 TRPC4beta/mu-opioid, DAMGO-evoked Fluo4 calcium flux; stronger effect = lower value; Q9QUQ5; 300,000 compounds, 0.39% hits; AID 2247;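 active = B-score over 3 SD under the library average, no early fluorescence shift, positive overall ratio signal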
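Assay system: Stable TRPC4beta/mu-opioid receptor HEK293 cells | Reagent: DAMGO in two steps, submaximal then maximal | Compound dosing: Single concentration per test compound | Signal: Fluo4 Ca2+ flux fluorescence | Evaluation: Per-well B score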
TRPC4 act: opens the mouse TRPC4 cation channel; Q9QUQ5; HEK293 TRPC4beta/mu-opioid, Fluo4 calcium fluorescence; stronger effect = higher value; B-score at 10 µM; 310,000 compounds, 0.49% hits;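 active = B-score above 5 SD of library B-scores, and initial fluorescence ratio not above library mean plus 5 SD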;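 note: positive B-score marks a calcium rise read as TRPC4 activation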
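Material: HEK293 stable line with TRPC4beta plus mu-opioid receptor; technique: Fluo4 calcium-sensitive dye fluorescence, kinetic, 1 Hz baseline; timing: Fluo4 dye loading 45 min at room temperature, 110 s recording; controls: assay buffer as low control, maximal DAMGO as high control; read-out: integrated baseline-normalised fluorescence ratio, converted to per-well B score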
TRPC6 inh: mouse TRPC6 channel inhibition; Q61143; HEK293-TRPC6, membrane potential dye, ACh-evoked depolarization; stronger effect = lower value; B-score at 10 µM; 310,000 compounds, 1.1% hits;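 active = B-score under library mean minus 3 SD, initial fluorescence not abnormally high, positive integrated signal ratio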;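 note: B-score derived from integrated fluorescence ratio over the kinetic read; more negative B-score means stronger inhibition of depolarization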
Target sequence (Q61143 whole entry, looked up): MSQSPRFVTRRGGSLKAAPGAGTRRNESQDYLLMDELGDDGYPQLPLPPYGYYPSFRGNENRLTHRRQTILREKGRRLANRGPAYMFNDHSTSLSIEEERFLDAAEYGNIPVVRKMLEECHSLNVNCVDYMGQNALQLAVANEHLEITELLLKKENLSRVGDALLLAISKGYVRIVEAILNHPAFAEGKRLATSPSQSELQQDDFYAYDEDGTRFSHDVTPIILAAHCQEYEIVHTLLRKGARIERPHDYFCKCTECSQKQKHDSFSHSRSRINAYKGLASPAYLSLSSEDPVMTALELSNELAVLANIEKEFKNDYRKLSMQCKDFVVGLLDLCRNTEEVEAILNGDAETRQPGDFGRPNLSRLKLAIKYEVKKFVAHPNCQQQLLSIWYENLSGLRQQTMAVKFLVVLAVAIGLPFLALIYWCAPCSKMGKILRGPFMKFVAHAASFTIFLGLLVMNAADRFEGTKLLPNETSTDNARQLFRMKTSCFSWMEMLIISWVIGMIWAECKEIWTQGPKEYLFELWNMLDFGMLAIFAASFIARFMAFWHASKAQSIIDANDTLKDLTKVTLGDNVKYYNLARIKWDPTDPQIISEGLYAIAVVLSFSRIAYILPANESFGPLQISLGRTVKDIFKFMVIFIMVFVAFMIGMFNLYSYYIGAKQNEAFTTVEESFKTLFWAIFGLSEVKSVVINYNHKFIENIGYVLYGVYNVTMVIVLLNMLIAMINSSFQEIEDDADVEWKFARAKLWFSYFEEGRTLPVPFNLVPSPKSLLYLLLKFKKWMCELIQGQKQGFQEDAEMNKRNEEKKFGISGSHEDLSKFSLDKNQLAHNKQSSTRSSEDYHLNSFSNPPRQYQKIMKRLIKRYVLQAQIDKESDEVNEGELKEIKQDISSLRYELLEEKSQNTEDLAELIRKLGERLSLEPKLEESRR
aSyn 5UTR inh: MLPCN primary screen, SNCA 5' untranslated region; alpha-synuclein 5'UTR reporter, inhibitor activity; inhibition, % (tested at 7.5 µM); 300,000 compounds, 0.82% hits; in the data active = inhibition above about 60%; inconclusive = no clear call, values can overlap the other calls;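 note: H4 neuroglioblastoma cells stably carrying SNCA 5'UTR luciferase fusion; 0% = DMSO wells and 100% = positive control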
IEC-6 cytotox: kills IEC-6 intestinal cells in KLF5 counter-screen; 290,000 compounds, 0.78% hits; IEC-6 cytotoxicity, luminescence viability; inhibition, % at 5 µM; in the data active = inhibition above about 22%;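 note: 0% = plate median of test compound wells and 100% = cytotoxic reference compound wells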
MrgX1 antagonist: antagonists of human MrgX1 receptor. Q96LB2. MRGX1-HEK293 calcium flux, Fluo-4, BAM8-22 antagonism; stronger effect = lower value. B-score at 10 µM. 310,000 compounds, 1.3% hits. AID 588676;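 active = calcium-response B-score plate-corrected more than 3 library SD below zero, starting fluorescence within 5 deviations, no agonist response on first addition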;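 note: peak minus trough fluorescence over baseline after final BAM8-22 challenge near maximal dose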
TRPC6 activator: activators of mouse TRPC6 channel | 310,000 compounds, 0.13% hits | B-score at 10 µM | Q61143 | HEK293-TRPC6 membrane potential dye fluorescence; stronger effect = higher value;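 active = B-score of the integrated fluorescence ratio above library mean plus 3 SD, and starting fluorescence ratio within library mean plus 5 SD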;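 note: higher score means more depolarization so channel activation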
TRPC4 potent: allosteric potentiators of mouse TRPC4 channel. AID 2227. HEK293 TRPC4beta/mu-opioid, DAMGO EC20, Fluo-4 Ca2+ flux; stronger effect = higher value. B-score at 10 µM. 310,000 compounds, 0.42% hits;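 active = B-score of calcium response area above 5 SD of library B-scores, with initial fluorescence ratio within 5 SD of library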;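 note: B-score of integrated fluorescence ratio over time as area under calcium response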
SKKanGAS inh: SKKanGAS growth inhibition; S. pyogenes SKKanGAS, kanamycin growth, BacTiter-Glo, 6 h; inhibition, % at 7.5 µM; AID 1662; 300,000 compounds, 1.3% hits;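 active = mean replicate score, as percent of positive control median, at least 50; inconclusive = mean below 50 but one replicate at or above 50; inactive = mean and every replicate below 50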;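 note: strain carries kanamycin resistance gene driven by streptokinase promoter and grows in 40 µg/ml kanamycin; loss of luminescence reflects streptokinase promoter inhibition or plain growth inhibition; 0% = median of DMSO wells and 100% = positive control at its reference dose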
Starred values were filed as active, the others as inactive; i = inactive; ? = inconclusive; · = no result given.

SMILES	KLF5 inh	HIF activator	TRPC4 block	TRPC4 act	TRPC6 inh	aSyn 5UTR inh	IEC-6 cytotox	MrgX1 antagonist	TRPC6 activator	TRPC4 potent	SKKanGAS inh
N=c1c(S(=O)(=O)c2ccc(Cl)cc2)cc2c(=O)n3ccccc3nc2n1C1CCCCC1	-29	0.1	i	i	i	52	2	i	i	i	17
O=C(Nc1ccon1)c1ccc(Br)s1	-59	0.7	i	i	i	-36	4	i	i	i	-10
CCO[C@@H]1OC(C(=O)N2CCOCC2)=C[C@H](c2cn(C(C)=O)c3ccccc23)[C@H]1CCCO	4	-7.0	i	i	i	11	-5	i	i	i	5
N#Cc1c2n(c3c(-c4ccccc4)ncnc13)CCC2	-15	0.1	i	i	i	33	4	i	i	i	-7
CNc1cc(N2CCCC2)ccc1[N+](=O)[O-]	-9	0.2	i	i	i	6	5	i	i	i	-27
CCCN1C(=O)/C(=C/c2nc3ccccc3c(=O)[nH]2)c2ccccc21	-19	-0.4	i	i	i	19	2	i	i	i	-7
Cc1ccc2c(c1)CCCN2C(=O)c1ccc2c(c1)OCO2	-41	-0.3	i	i	i	-18	2	i	i	i	0
C#CCNC(=O)C1=C[C@H](c2ccccc2)[C@@H](CCCO)[C@H](OCC)O1	-4	0.1	i	i	i	7	-6	i	i	i	1
N#Cc1cccc(NC(=O)c2ccccc2C(=O)O)c1	-21	-0.1	i	i	i	-5	-3	i	i	i	-8
Cc1ccc(-n2c(C)cc(C(=S)N3CCOCC3)c2C)cc1C	-2	0.0	i	i	i	17	4	i	i	i	0
CC1CCN(S(=O)(=O)c2ccccc2[N+](=O)[O-])CC1	-7	0.0	i	i	i	1	-1	i	i	i	6
Cc1ncccc1C(=O)N1CCCC(CNC(=O)c2ccc(-c3ccccc3)cc2)C1 (stereo not drawn)	-27	0.2	i	i	i	-8	-6	i	i	i	-5
Cc1cc(C)c(NS(=O)(=O)c2ccc(NC(=O)c3cccs3)cc2)c(C)c1	-8	0.1	i	i	i	22	-4	i	i	i	31
COc1ccc(CNS(=O)(=O)c2cc3c4c(c2)C(C)C(=O)N4CCC3)cc1 (stereo not drawn)	0	?	i	i	i	-5	5	i	i	i	-2
O=S(=O)(c1ccc(F)c(F)c1)N1CCCc2ccccc21	-25	-0.1	i	i	i	15	4	i	i	i	9
CSc1ccccc1C(=O)NCc1ccccc1C	-10	0.6	i	i	i	6	-1	i	i	i	-2
CN1CCN(C(=O)c2ccccc2NC(=O)C(C)(C)C)CC1	-21	-0.1	i	i	i	-13	0	i	i	i	-7
O=C(Nc1cc(Cl)cc(Cl)c1)c1cccc(OC(F)F)c1	-49	1.3	·	i	i	-98	1	i	i	i	10
Nc1nc2c(s1)CCCCCCCCCC2	5	0.1	i	i	i	10	3	i	i	i	-1
Cc1ccc(Nc2c(F)c(F)c(F)c(F)c2C(=O)O)c(C)c1	0	-0.1	i	i	i	3	7	i	i	i	10
O=C(CSc1nc2ccccc2n1CC(=O)N1CCCC1)Nc1nccs1	-40	0.2	i	i	i	10	3	i	i	i	-1
COc1ccc2c(c1)c(/C=C/c1cc[n+](C)cc1)cn2C	-16	-1.1	i	i	i	16	-2	i	i	i	6
COc1cccc(/C=N/NC(=O)c2ccc(N3CCCC3=O)cc2)c1	29	2.2	i	i	i	-112	4	i	i	i	-2
O=[N+]([O-])c1cc(C(F)(F)F)cc([N+](=O)[O-])c1Sc1n[nH]c(C(F)(F)F)n1	-13	0.3	i	i	i	-1	3	i	i	i	4
Cc1cc(C)c2oc(C(=O)N3CCN(C)CC3)cc(=O)c2c1	-50	-0.7	i	i	i	-7	-6	i	i	i	3

An excerpt from above in order of the KLF5 inh value, rising.
SMILES | KLF5 inh
Cc1cc(C)c2oc(C(=O)N3CCN(C)CC3)cc(=O)c2c1 | -50
N#Cc1c2n(c3c(-c4ccccc4)ncnc13)CCC2 | -15
Cc1cc(C)c(NS(=O)(=O)c2ccc(NC(=O)c3cccs3)cc2)c(C)c1 | -8
COc1cccc(/C=N/NC(=O)c2ccc(N3CCCC3=O)cc2)c1 | 29

Random excerpt: two records from the list.
SMILES	KLF5 inh	HIF activator	TRPC4 block	TRPC4 act	TRPC6 inh	aSyn 5UTR inh	IEC-6 cytotox	MrgX1 antagonist	TRPC6 activator	TRPC4 potent	SKKanGAS inh
O=S(=O)(c1ccc(F)c(F)c1)N1CCCc2ccccc21	-25	-0.1	i	i	i	15	4	i	i	i	9
Cc1ccc(Nc2c(F)c(F)c(F)c(F)c2C(=O)O)c(C)c1	0	-0.1	i	i	i	3	7	i	i	i	10

(cont.)
SMILES	KLF5 inh	HIF activator	TRPC4 block	TRPC4 act	TRPC6 inh	aSyn 5UTR inh	IEC-6 cytotox	MrgX1 antagonist	TRPC6 activator	TRPC4 potent	SKKanGAS inh
O=S(=O)(c1ccc(Oc2ccc(Cl)cc2)nc1)N1CCOCC1	·	1.4	i	i	i	16	·	i	i	i	-4
C=CCNC(=O)/C(C#N)=C/c1ccc2c(c1)OCCO2	0	1.2	i	i	i	-2	0	i	i	i	-3
NC(=O)CSc1nnc(-c2ccc(O)cc2)n1Cc1ccco1	-5	-0.6	i	i	i	-1	0	i	i	i	0
COc1cc(C=O)ccc1Oc1nnnn1-c1ccc(C(N)=O)cc1	-10	0.2	i	i	i	-68	-2	i	i	i	-8
Cc1ccc(NC(=O)c2ccccc2F)c(NC(=O)c2ccccc2F)c1	·	0.6	i	i	i	-35	·	i	i	i	-1
Cc1ccc(NC(=S)N2CCN(c3ccccc3F)CC2)c(C)c1	-26	-5.1	i	i	i	13	0	i	i	i	-1
COc1ccc(S(=O)(=O)N2CCN=C2SCc2cccc(C)c2)cc1	-18	-0.4	i	i	i	2	0	i	i	i	?
COc1ccc(Nc2nc(NC(C)(C)C)nc(N3CCOCC3)n2)c(OC)c1	0	0.2	i	i	i	-14	3	i	i	i	5
CCCCOC(=O)Nc1cc(C)c(Cl)cc1OC	-27	-1.2	i	i	i	9	-1	i	i	i	-9
CCOc1ccccc1NC(=O)CSc1nnnn1Cc1ccccc1	-6	0.5	i	i	i	-1	0	i	i	i	-2
CCOC(=O)c1c(-c2cccc(N)c2)cn2ccccc12	-60	-0.2	i	i	i	-15	-4	i	i	i	21
CCOC(=O)Cc1cnc(NC(=O)CSc2nc(C)c(CC)c(=O)[nH]2)s1	-24	-0.7	i	i	i	-17	3	i	i	i	14
CCOC(=O)c1cc(CO)cc(C(=O)OCC)c1	-8	0.1	i	i	i	17	-1	i	i	i	2
COc1ccc(N2C(=O)CC(NNc3ncc(Cl)cc3Cl)C2=O)cc1 (stereo not drawn)	-22	-0.5	i	i	i	-39	7	i	i	i	-1
COc1ccccc1Nc1c2ccccc2nc2ccccc12	-1	-8.9	i	i	-6.7*	-45	28*	i	i	i	-2
COc1ccc(C2(c3ccc(OC)cc3)NC(=O)N(CC(=O)Nc3ccccc3C(F)(F)F)C2=O)cc1	3	0.1	i	i	i	-38	-9	i	i	i	2
COc1ccccc1-n1cnnc1SCC(=O)Nc1ncc(Cl)cc1Cl	-37	0.1	i	i	i	6	-3	i	i	i	1
Clc1ccccc1-c1nnc(CNC2CC2)o1	0	0.5	i	i	i	-23	1	i	i	i	4
COc1ccc(NC(=O)c2nc[nH]c2C(=O)N2CCN(c3ccccc3)CC2)cc1	·	-0.1	·	i	i	21	·	i	i	i	-2
Fc1ccc(-c2noc(-c3ccc4c(c3)CCO4)n2)cc1	-135	-0.2	i	i	i	30	-2	i	i	i	-4
CCOc1ccc(CNC(=O)CCCC(=O)n2ncc3cc(C)ccc32)cc1	-26	-0.2	i	i	i	1	-2	i	i	i	-5
COc1nccnc1NS(=O)(=O)c1ccc(NC(=O)c2ccc(F)cc2)cc1	-29	0.1	i	i	i	3	3	i	i	i	3
CCc1nc(SCC(=O)Nc2ccc(C(=O)O)cc2)n[nH]1	13	-0.3	i	i	i	-2	1	i	i	i	-2
CN(C)C(=O)c1ccc(NC(=O)COc2ccc([N+](=O)[O-])cc2)cc1	-38	0.0	i	i	i	-17	0	i	i	i	-5
COc1cc2c(cc1OC)C(c1cc3ccc(C)cc3[nH]c1=O)N(C(=O)c1ccco1)CC2 (stereo not drawn)	-27	-0.3	i	i	i	28	1	i	i	i	6
Other records.
SMILES	KLF5 inh	HIF activator	TRPC4 block	TRPC4 act	TRPC6 inh	aSyn 5UTR inh	IEC-6 cytotox	MrgX1 antagonist	TRPC6 activator	TRPC4 potent	SKKanGAS inh
O=C(Nc1cccc([N+](=O)[O-])c1)c1cc(S(=O)(=O)N2CCOCC2)cs1	-20	-0.8	i	i	i	5	2	i	i	i	35
O=C(Nc1ccc(N2CCN(C(=O)c3ccccc3)CC2)cc1)c1ccc(Br)o1	12	0.2	i	i	i	-69	8	i	i	i	-12
Cc1ccc2[nH]c(=O)c(CNS(=O)(=O)c3ccccc3)c(-c3ccccc3)c2c1	-7	-0.7	i	i	i	-2	-6	i	i	i	-8
CC(NC(=O)CN1C(=O)COc2ccccc21)c1ccccc1 (stereo not drawn)	-4	·	i	i	i	2	-1	i	i	i	8
COc1ccnc(NCc2ccc(Cl)cc2)c1C#N	-5	0.6	i	i	i	-4	-3	i	i	i	-3
C[C@@H](C(=O)N1CCN(C(=O)OC(C)(C)C)CC1)n1cc(CCCN=C(NC(=O)OC(C)(C)C)NC(=O)OC(C)(C)C)nn1	6	-0.9	i	i	i	6	1	i	i	i	-3
CCCCCCOC(=O)C(C#N)c1nc2ccccc2nc1N1CCN(C)CC1 (stereo not drawn)	-1	-0.3	i	i	i	10	-1	i	i	i	13
COc1cc(OC)c(C(=O)Nc2ccc(S(=O)(=O)N3CCCCC3)cc2)cc1OC	·	-0.1	i	i	i	11	·	i	i	i	-17
Cc1ccc(NC(=O)N(C2=NCC(C)S2)c2ccccc2)cc1 (stereo not drawn)	-60	2.7	i	i	i	-52	-3	i	i	i	0
Cc1cc(Br)ccc1OCCn1ccnc1	5	-0.5	i	116*	i	-8	0	i	i	i	-1
COc1ccc2c(OC)cc(-c3ccccc3)nc2c1	0	0.4	i	i	i	21	-3	i	i	i	-6
CC(C)n1nnnc1SCC(=O)NC1CCCC1	-6	0.1	i	i	i	-1	-4	i	i	i	0
CCOC(=O)c1sc2cccc(Cl)c2c1N	-31	0.3	i	i	i	11	3	i	i	i	-4
